# NSD2 inh – inhibitors of human histone methyltransferase NSD2; O96028; NSD2 peptide methylation, AlphaScreen, 120 min; inhibition, % at 12.5 µM; 310,000 compounds, 0.54% hits; in the data active = inhibition above about 50%
# Target sequence (O96028 whole entry, looked up): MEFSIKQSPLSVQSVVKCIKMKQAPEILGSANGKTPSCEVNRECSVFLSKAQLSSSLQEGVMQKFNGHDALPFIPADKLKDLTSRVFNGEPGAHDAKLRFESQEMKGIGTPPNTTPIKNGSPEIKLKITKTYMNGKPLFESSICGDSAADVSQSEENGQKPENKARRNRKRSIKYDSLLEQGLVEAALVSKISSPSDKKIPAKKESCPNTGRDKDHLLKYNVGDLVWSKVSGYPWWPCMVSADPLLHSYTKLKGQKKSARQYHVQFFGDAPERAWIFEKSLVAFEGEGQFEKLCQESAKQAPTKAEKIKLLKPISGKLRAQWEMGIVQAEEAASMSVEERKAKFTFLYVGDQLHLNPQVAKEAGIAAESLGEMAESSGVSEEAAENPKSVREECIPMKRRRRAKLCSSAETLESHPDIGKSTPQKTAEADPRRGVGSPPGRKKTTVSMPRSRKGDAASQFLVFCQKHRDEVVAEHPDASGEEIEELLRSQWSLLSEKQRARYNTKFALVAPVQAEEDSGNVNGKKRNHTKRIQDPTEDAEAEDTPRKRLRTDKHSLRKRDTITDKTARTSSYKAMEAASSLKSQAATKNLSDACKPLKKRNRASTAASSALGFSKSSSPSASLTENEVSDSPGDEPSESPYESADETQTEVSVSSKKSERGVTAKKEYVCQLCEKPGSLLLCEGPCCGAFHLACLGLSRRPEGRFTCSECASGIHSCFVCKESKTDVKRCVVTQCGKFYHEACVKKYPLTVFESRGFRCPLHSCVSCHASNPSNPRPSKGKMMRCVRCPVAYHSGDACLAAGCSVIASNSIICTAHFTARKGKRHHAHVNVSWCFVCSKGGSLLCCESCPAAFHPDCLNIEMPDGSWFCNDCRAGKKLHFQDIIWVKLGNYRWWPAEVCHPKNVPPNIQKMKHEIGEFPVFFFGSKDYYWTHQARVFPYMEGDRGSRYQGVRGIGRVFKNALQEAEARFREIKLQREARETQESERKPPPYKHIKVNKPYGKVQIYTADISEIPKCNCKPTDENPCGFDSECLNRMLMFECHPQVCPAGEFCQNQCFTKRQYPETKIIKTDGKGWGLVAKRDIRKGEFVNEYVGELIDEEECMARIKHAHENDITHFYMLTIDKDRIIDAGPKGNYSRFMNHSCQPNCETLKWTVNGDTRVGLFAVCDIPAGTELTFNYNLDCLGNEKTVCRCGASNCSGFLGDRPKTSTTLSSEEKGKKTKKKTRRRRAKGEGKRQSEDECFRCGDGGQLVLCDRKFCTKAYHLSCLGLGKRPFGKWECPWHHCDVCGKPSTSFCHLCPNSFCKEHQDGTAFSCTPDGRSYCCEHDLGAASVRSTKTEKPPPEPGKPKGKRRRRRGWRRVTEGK
# PvdQ acylase – P. aeruginosa PvdQ acylase inhibition | 340,000 compounds, 0.063% hits | purified PvdQ acylase, fluorescence plate reader | inhibition, % at 10 µM; in the data active = inhibition above about 30%, passing the limit was not always enough; inconclusive = no clear call, values can overlap the other calls;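 note: 0% = vehicle neutral wells and 100% = reference inhibitor wells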
# Wnt bcat act – Wnt/beta-catenin pathway activation | activation, % at 9.35 µM | 300,000 compounds, 1.2% hits | Wnt/beta-catenin reporter cell assay, activator, plate reader | AID 743398; in the data active = activation above about 30%, passing the limit was not always enough; inconclusive = no clear call, values can overlap the other calls;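 note: 0% = neutral control wells and 100% = positive control wells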
# MITF act – MITF TRPM1 promoter activation in melanoma cells. AID 588334. SK-MEL-5 TRPM1-promoter luciferase, 24 h; % of positive control, neutral wells = 0. activation, % at 12.5 µM. 300,000 compounds, 0.75% hits;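 active = mean activation of at least 80% with every replicate also reaching 80%; inconclusive = mean reaches 80% but some replicate falls short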;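 note: 0% = neutral control wells and 100% = parthenolide positive control wells; values of inactives mirror those of a sister screen read the other way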
# V-ATPase pHluor – yeast V-ATPase proton transport regulation by pHLuorin; S. cerevisiae, pHLuorin cytosolic pH fluorescence; response, % at 10 µM; 350,000 compounds, 0.37% hits; AID 504577; in the data active = response mostly above about 7.3%, no sharp cut-off; inactive = mostly below about 5.4%; note: actives read high; inactives centre near 0; some compounds called inactive have numbers as strong as hits; reference of the scale not given here
# dFosB act – mouse delta FosB homodimer activation; 340,000 compounds, 0.99% hits; P13346; AID 493131; activation, % at 25 µM; purified delta FosB, TAMRA-CDK5 oligo fluorescence polarization; percent of positive-control signal above neutral wells;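 active = mean activation above about 17%, with every replicate also reaching it, limit read from the data, passing the limit was not always enough; inconclusive = only one of the two conditions met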;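 note: fluorescence polarization rise as delta FosB binds a TAMRA Cdk5 AP-1 oligo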
# HTR5A ag ctr – HTR5A agonism, opioid heterodimer counter-screen; P47898; HTR5A agonist assay, luminescence, cell-based; activation, % at 9.3 µM; 340,000 compounds, 0.61% hits; in the data active = activation mostly above about 9.5%, no sharp cut-off; inactive = mostly below about 7.6%;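 note: 0% = cells with vehicle only and 100% = reference agonist; strong numbers were not always called active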
# HTR5A inv ag – inverse agonist of human HTR5A in OPRM1-OPRD1 counter-screen; HTR5A cell line, luminescence, inverse agonism; inhibition, % at 9.3 µM; 340,000 compounds, 0.083% hits; in the data active = inhibition mostly above about 23%, no sharp cut-off; inactive = mostly below about 18%;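 note: 0% = cells with DMSO and 100% = no-cell wells with DMSO; some compounds called inactive have numbers as strong as hits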
# SR-BI HDL uptake – blocks mouse SR-BI lipid uptake from DiI-HDL | Q61009 | ldlA[mSR-BI] CHO cells, DiI-HDL uptake fluorescence, 3 h | inhibition, % at 12.5 µM | 320,000 compounds, 0.96% hits | AID 488896;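 active = mean replicate inhibition of at least 70% and a set share of replicates each scoring 70 or more; inconclusive = meets just one of the two criteria; inactive = fails both criteria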;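 note: 0% = median of neutral control wells and 100% = median of positive control wells; values of inactives mirror those of a sister screen read the other way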
# CDK5 inh – CDK5/p35 (human) kinase inhibition; Recombinant CDK5/p35, ADP-Glo luminescence, 60 min; 330,000 compounds, 0.01% hits; Q00535+Q15078; inhibition, % at 10 µM;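 active = highest replicate inhibition of at least 50% and at least 75% of replicates reaching 50%; inconclusive = only one of the two criteria met; inactive = both criteria failed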;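 note: plate controls were DMSO neutral control for no effect and GW8510 at 10 µM for full effect; many of its hits are not listed in these tables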
# * hit, by the source's call; ? = inconclusive; · = no result given. Not a hit list (roughly 5% active in at least one column).
entry | SMILES | NSD2 inh | PvdQ acylase | Wnt bcat act | MITF act | V-ATPase pHluor | dFosB act | HTR5A ag ctr | HTR5A inv ag | SR-BI HDL uptake | CDK5 inh
1 | CCOC(=O)[C@@H]1[C@H]2COc3ccccc3[C@H]2N2C(=O)N(c3ccc(OC)cc3)C(=O)[C@]12C | · | -11 | -3 | -8 | -3 | -9 | 6 | -19 | -24 | -0.6
2 | Cc1ccc(C(=O)N2C(CC(=O)Nc3ccc(Cl)cc3)C(=O)NC3CCCCC32)cc1 (centres undefined) | -1 | -19 | -6 | -6 | 11 | -1 | -2 | 5 | -12 | -5.8
3 | CC(=O)NCCN1C(=O)S/C(=C\c2cccs2)C1=O | 2 | -8 | 18 | 24 | 3 | -4 | 2 | -4 | 0 | -0.9
4 | Cc1ccc(NC(=O)CN(C)C(=O)Cn2c(=O)oc3ccccc32)cc1 | -2 | 2 | -1 | -13 | 6 | -3 | -7 | 17 | 7 | 0.0
5 | C=CCN(CC=C)C(=S)NC(=O)c1ccc(C)c(Br)c1 | -1 | -4 | -5 | -5 | 0 | -5 | -2 | 8 | · | -1.8
6 | CCCCn1c(N)c(N(CC(C)C)C(=O)c2c(CC)noc2C)c(=O)[nH]c1=O | -1 | 1 | -1 | 2 | -1 | 2 | 3 | 4 | -10 | 0.8
7 | COc1ccc(OC)c(S(=O)(=O)N2CCCC(C(=O)N3CCCCCC3)C2)c1 (centres undefined) | -1 | -8 | -2 | -2 | -1 | -6 | 1 | -9 | -5 | -0.5
8 | O=C(NC(Nc1nc2ccc([N+](=O)[O-])cc2s1)(C(F)(F)F)C(F)(F)F)c1cccnc1 | 4 | 6 | -3 | -76 | 3 | -6 | 5 | -15 | 30 | 0.0
9 | COc1cccc(C(=O)N2CCN(Cc3ccc(OC)cc3OC)CC2)c1 | -1 | -14 | 0 | · | 0 | -2 | -2 | 9 | -16 | 1.4
10 | C/C(=N/NC(=O)c1ccc(Cl)s1)c1ccc(NC(=O)COc2ccc(Cl)cc2)cc1 | -2 | -7 | 0 | -42 | -3 | -12 | -2 | -12 | 1 | -0.1
11 | COC(=O)c1cc(NC(=O)CN2CCc3cc4c(cc3C2)OCCCO4)cc(C(=O)OC)c1 | · | 18 | 0 | 1 | -2 | -11 | 2 | 12 | 9 | 3.1
12 | OCC(CO)(CO)N=Cc1cc(Br)ccc1O | -3 | -3 | -5 | 16 | -3 | 4 | 3 | -22 | -6 | -1.0

# Whole records from above.
# `C=CCN(CC=C)C(=S)NC(=O)c1ccc(C)c(Br)c1` reads NSD2 inh: -1; PvdQ acylase: -4; Wnt bcat act: -5; MITF act: -5; V-ATPase pHluor: 0; dFosB act: -5; HTR5A ag ctr: -2; HTR5A inv ag: 8; SR-BI HDL uptake: ·; CDK5 inh: -1.8
# `O=C(NC(Nc1nc2ccc([N+](=O)[O-])cc2s1)(C(F)(F)F)C(F)(F)F)c1cccnc1` reads NSD2 inh: 4; PvdQ acylase: 6; Wnt bcat act: -3; MITF act: -76; V-ATPase pHluor: 3; dFosB act: -6; HTR5A ag ctr: 5; HTR5A inv ag: -15; SR-BI HDL uptake: 30; CDK5 inh: 0.0
# `COC(=O)c1cc(NC(=O)CN2CCc3cc4c(cc3C2)OCCCO4)cc(C(=O)OC)c1` reads NSD2 inh: ·; PvdQ acylase: 18; Wnt bcat act: 0; MITF act: 1; V-ATPase pHluor: -2; dFosB act: -11; HTR5A ag ctr: 2; HTR5A inv ag: 12; SR-BI HDL uptake: 9; CDK5 inh: 3.1

# Next entries follow.
entry | SMILES | NSD2 inh | PvdQ acylase | Wnt bcat act | MITF act | V-ATPase pHluor | dFosB act | HTR5A ag ctr | HTR5A inv ag | SR-BI HDL uptake | CDK5 inh
13 | COC(=O)CSc1nc2c(c(=O)n(C)c(=O)n2C)n1CCCc1ccccc1 | 2 | -4 | · | -9 | 1 | -11 | 4 | -17 | 11 | 2.0
14 | CCOc1ccc(-c2cn(-c3ccc(OC)cc3)c(SC)n2)cc1 | -1 | 0 | · | ? | -6 | -9 | 8 | -21 | 22 | -0.7
15 | CC1(c2ccc3noc(-c4ccccc4)c3c2)OCCO1 | -5 | -11 | 0 | 2 | -3 | 1 | 3 | -7 | -7 | -0.2
16 | O=C(c1ccc(F)cc1)c1ccc(N2CCCCC2)cc1 | -3 | -7 | 40* | 103* | 3 | -1 | 0 | -1 | 14 | 2.7
17 | CC1(OC(=O)C2CCCC2)C(=O)C=C2C=C3CCCCN3C=C2C1=O (centres undefined) | · | 6 | · | 2 | -2 | 2 | 5 | -13 | -13 | 5.0
18 | Cc1cc(=O)[nH]c(SCC(=O)Nc2cccc(S(=O)(=O)N3CCOCC3)c2)n1 | -1 | -9 | 13 | 6 | 0 | -6 | 2 | 12 | 5 | -0.3
19 | COCCN(C(=O)COc1ccccc1C#N)c1c(N)n(Cc2ccccc2)c(=O)[nH]c1=O | · | -8 | 0 | -7 | 2 | 4 | 2 | 7 | -10 | 0.6
20 | CCOc1ccc(NC(=O)CN2CCN(CC(=O)Nc3cccc(F)c3)CC2)cc1 | -2 | -11 | · | 3 | -4 | -8 | -3 | 7 | 50 | 0.5
21 | O=C(COc1ccc(Cl)cc1)Nc1cc2c3c(c1)CC(=O)N3CCC2 | -1 | -10 | 2 | 3 | 1 | -12 | 1 | -3 | 63 | 0.7
22 | CCOC(=O)C1CCN(S(=O)(=O)c2cccc(-c3cn4cccc(C)c4n3)c2)CC1 | -2 | 9 | 2 | -3 | -4 | -9 | -1 | 12 | -10 | -0.3
23 | Cc1ccccc1OCc1nnc2n1CC(C)S2 (centres undefined) | · | -13 | 1 | 9 | 0 | -3 | -4 | 9 | -11 | -0.8
24 | Cc1ccc(NC(=O)Cn2cc(C(F)(F)F)cc(Cl)c2=O)cc1S(=O)(=O)N1CCCCC1 | 1 | -15 | -2 | -9 | -5 | -1 | 4 | -10 | 20 | 1.0

# Further results follow:
entry | SMILES | NSD2 inh | PvdQ acylase | Wnt bcat act | MITF act | V-ATPase pHluor | dFosB act | HTR5A ag ctr | HTR5A inv ag | SR-BI HDL uptake | CDK5 inh
25 | CN(CCc1ccccn1)C(=O)CCC1CCCN(C(=O)c2c(F)ccc(F)c2F)C1 (centres undefined) | -2 | -20 | 3 | 4 | -1 | 5 | 0 | 22 | -10 | 1.0
26 | O=C(NCCCN1CCCC1=O)c1cc2c(s1)CCCCC2 | 1 | -15 | 5 | 16 | -4 | -2 | 1 | -3 | -25 | 1.3
27 | CS(=O)(=O)Nc1cccc(C2=NN(C(=O)c3ccco3)C(c3ccco3)C2)c1 (centres undefined) | 4 | -7 | 5 | -22 | -2 | -14 | 6 | 7 | 23 | 0.4
28 | COc1ccc(S(=O)(=O)NCc2csc(C)n2)cc1 | -7 | -5 | 0 | 8 | -3 | -4 | 5 | -13 | -29 | -1.0
29 | Cc1c(N(C(=O)Cc2cccs2)C2(C(=O)NC3CCCC3)CCCCC2)c(=O)n(-c2ccccc2)n1C | -4 | -8 | 0 | -7 | -2 | 0 | 7 | -21 | 7 | -4.4
30 | CC(NC(=O)CSc1nc2ccccc2n1C)c1ccccc1 (centres undefined) | 0 | 5 | -1 | -11 | 5 | -2 | 14* | -31 | -10 | 0.9
31 | CCC(C)[C@H]1CNCCN1CCc1cccc2ccccc12 (some centres undefined) | · | 1 | -1 | 1 | 1 | 5 | 4 | -3 | -18 | 0.4
32 | CCCn1nc(C(=O)Nc2ccc3nc(N4CCOCC4)sc3c2)ccc1=O | -5 | -11 | 0 | -54 | 2 | -5 | 7 | -21 | -28 | 0.5
33 | O=C1C2CC=C(Cl)CC2C(=O)N1CC1OCCc2ccccc21 (centres undefined) | -4 | -6 | -6 | -6 | -1 | -7 | 4 | 0 | 7 | -1.0
34 | Cc1ccc(C(=O)Nc2cc3c(oc2=O)CCCC3=O)cc1 | 3 | -13 | 34* | · | 8 | -5 | -4 | 11 | -4 | -1.3
35 | COc1ccc(C(=O)Nc2ccc(NC(=O)c3cccc(F)c3)cn2)cc1 | -3 | 7 | -1 | 7 | -7 | 2 | 3 | -22 | 76* | 1.6
36 | CN(C)c1ccc(CCc2ccc(N)cc2)cc1 | 7 | -6 | 1 | · | 0 | -1 | 6 | -1 | -8 | -1.2
37 | Cc1cc2ccccc2c(=O)n1CC(=O)NCC(=O)N1CCN(c2ccccc2F)CC1 | 0 | -11 | -11 | · | 8 | 13 | -5 | 4 | 34 | -4.2
38 | FC(F)(F)c1cnc(-c2cnc(-c3ccncc3)nc2)c(Cl)c1 | 0 | -9 | 5 | 48 | 6 | -5 | -6 | 16 | 6 | 4.2
39 | Cc1nc2ccc(NC(=O)c3ccc([N+](=O)[O-])cc3[N+](=O)[O-])cc2s1 | 4 | -13 | -2 | -20 | 1 | -3 | 3 | 3 | 32 | 1.0

# Some of the entries so far, as labelled records:
30) CC(NC(=O)CSc1nc2ccccc2n1C)c1ccccc1 (centres undefined)
  NSD2 inh: 0
  PvdQ acylase: 5
  Wnt bcat act: -1
  MITF act: -11
  V-ATPase pHluor: 5
  dFosB act: -2
  HTR5A ag ctr: 14*
  HTR5A inv ag: -31
  SR-BI HDL uptake: -10
  CDK5 inh: 0.9

31) CCC(C)[C@H]1CNCCN1CCc1cccc2ccccc12 (some centres undefined)
  NSD2 inh: ·
  PvdQ acylase: 1
  Wnt bcat act: -1
  MITF act: 1
  V-ATPase pHluor: 1
  dFosB act: 5
  HTR5A ag ctr: 4
  HTR5A inv ag: -3
  SR-BI HDL uptake: -18
  CDK5 inh: 0.4

32) CCCn1nc(C(=O)Nc2ccc3nc(N4CCOCC4)sc3c2)ccc1=O
  NSD2 inh: -5
  PvdQ acylase: -11
  Wnt bcat act: 0
  MITF act: -54
  V-ATPase pHluor: 2
  dFosB act: -5
  HTR5A ag ctr: 7
  HTR5A inv ag: -21
  SR-BI HDL uptake: -28
  CDK5 inh: 0.5

# Bioassay records as filed in PubChem.
